Source: PubChem BioAssay (National Center for Advancing Translational Sciences (NCATS))
SMN2 splice up: qHTS Assay for Enhancers of SMN2 Splice Variant Expression; actives 2.8% (n = 210,000); Potency, µM (titrated, usually from 46.1 µM), inactives show at the highest dose activity change, positive = activation, most hits filed as activators; HEK293 SMN2-luciferase splicing reporter, luminescence, 30-36 h; also: % of control where 0% means no effect; nearly all actives have a fitted effect of over 55% in size
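HEK293 cells carry an SMN2 minigene-luciferase reporter in which exon 7 inclusion puts luciferase in frame. Cells were seeded at 2000 cells/well, attached for 10-12 hours, then exposed to compounds for 30-36 hours at 37C before ONE-Glo luminescence.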
TRb-SRC2 inh: qHTS for Inhibitors of the Interaction of Thyroid Hormone Receptor and Steroid Receptor Coregulator 2 | Thyroid hormone receptor beta (Homo sapiens), P10828 | TRbeta-SRC2 peptide binding, fluorescence polarization; receptor liganded with 1 µM T3 | Potency, µM (top dose mostly 106 µM), for inactives: at the highest dose activity change, negative = inhibition, usual class: inhibitors | actives 0.065% (n = 280,000) | AID 1469, 2008;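 also: plate controls were bound peptide for no effect and peptide without receptor for full effect; nearly all actives have a fitted effect of over 50% in size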
Target sequence (P10828 whole entry, looked up): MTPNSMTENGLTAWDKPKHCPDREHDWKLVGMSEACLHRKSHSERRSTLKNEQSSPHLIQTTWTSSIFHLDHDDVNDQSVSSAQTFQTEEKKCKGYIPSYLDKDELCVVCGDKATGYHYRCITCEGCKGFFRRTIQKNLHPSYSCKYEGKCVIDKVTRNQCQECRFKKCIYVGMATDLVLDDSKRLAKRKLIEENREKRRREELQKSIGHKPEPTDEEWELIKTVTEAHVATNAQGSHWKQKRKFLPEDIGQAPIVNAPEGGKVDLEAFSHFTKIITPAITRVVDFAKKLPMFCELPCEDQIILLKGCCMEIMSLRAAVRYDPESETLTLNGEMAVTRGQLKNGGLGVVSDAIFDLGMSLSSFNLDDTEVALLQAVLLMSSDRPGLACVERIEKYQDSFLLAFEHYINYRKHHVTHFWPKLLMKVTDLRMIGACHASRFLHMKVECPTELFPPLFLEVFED
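Fluorescence polarization of 20 nM Texas Red SRC2 peptide (20-aa NR interaction domain) bound to 0.6 uM human TRb ligand-binding domain, with 1 uM T3, after 5 hr at ambient temperature; inhibition seen as decreased polarization.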
TexasRed fluor: Total Fluorescence Counterscreen for Inhibitors of the Interaction of Thyroid Hormone Receptor and Steroid Receptor Coregulator 2. Potency, µM (doses to about 106 µM), for inactives: at the top dose fluorescence change, negative = quenching. actives 0.29% (n = 280,000). AID 1479, 2009. TRb/SRC2 Texas Red total fluorescence interference; active = well fitted curve in either direction with a large enough effect; inconclusive = small, poorly fitted or top-dose-only effect; also: % is scaled to controls: 0 for no effect and ±100 for the full control effect
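Flags fluorescent or light-absorbing compounds by total fluorescence, S + 2P, at 555 nm excitation and 632 nm emission. Mixture: 20 nM Texas Red SRC2 peptide, 0.6 uM human TRb LBD, 1 uM T3, 5% DMSO; compound exposure 5 h at ambient temperature.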
* hit, by the source's call; ? = inconclusive; [ ] = another dose, or the depositor's remark. Unless noted, calls follow the shape of the dose curve; as a rule, active = well fitted curve in the direction sought with a large enough effect; inconclusive = small, poorly fitted or top-dose-only effect, or another doubt; inactive = no such curve, though single readings can be large; an effect the other way counts as inactive or inconclusive. Potency is read from the fitted curve at half-maximal effect.

Order of values: TexasRed fluor | TRb-SRC2 inh | SMN2 splice up
- CCOc1cc(C2c3c(oc4ccc(F)cc4c3=O)C(=O)N2Cc2ccco2)ccc1O (stereo unspecified)
    ? | -3% | 18%
- CCn1c(=O)c2sccc2n2c(CCC(=O)N3CCN(c4ccccc4OC)CC3)nnc12
    ? | -31%[53 µM] | -4%
- CCCCCn1c(=O)[nH]c2cc(C(=O)N3CCN(c4cccc(OC)c4)CC3)ccc2c1=O
    -2% | ? | -1%
- O=c1oc2ccc3ccccc3c2cc1-c1nnc(Nc2ccccc2F)s1
    2% | -4% | 1%
- CCCOc1ccc(OC(=O)c2ccc(-c3ccc(CCC)cn3)cc2)cc1
    6% | -6% | -54%[inhibitor]
- Cc1ccc(NC(=O)/C(C#N)=C\c2ccc(-c3ccc(Cl)cc3)o2)c(C)c1
    -16% | 1% | 13%
- Cc1ccc(NC(=O)Cn2cc(C(=O)C3CCCCC3)c3ccccc32)cc1
    ? | -4% | -5%
- O=C(Nc1sc2c(c1C(=O)NCc1ccccc1)CCCC2)c1cc(=O)c2ccccc2o1
    -9% | 8% | -6%
- CCCN(CCC)CCCNC(=O)c1cc2c(=O)n(C)c3ccccc3c2s1
    0% | -2% | 1%
- COc1ccc(CNC(=O)C2CCN(S(=O)(=O)c3ccc(C)cc3)CC2)cc1
    0% | -7% | -1%
- CCc1nn(CC(=O)Nc2cc(C)cc(C)c2)c(=O)c2cc3sccc3n12
    ? | -1% | -3%
- CCn1c(CC2C(=O)N(C)c3ccccc32)nc2ccccc2c1=O (stereo unspecified)
    1% | -3% | 4%
- CC(=O)N1CCc2cc(Br)cc(S(=O)(=O)CCC(=O)NCCc3ccc(Cl)cc3)c21
    1% | 8% | -6%
- COc1ccc(OCCn2nnc3sc4c(c3c2=O)CCCC4)cc1
    -4% | 1% | -6%
- Cc1cccc(N(CC(N)=O)C2SC(=O)N(Cc3cccc(C(=O)O)c3)C2=O)c1 (stereo unspecified)
    -3% | 6% | 6%
- O=c1c2sc3ccccc3c2n(Cc2cccc(F)c2)c(=O)n1Cc1ccccc1
    -1% | 3% | -11%
- COc1cccc(-c2nnc(SCC(=O)N3CCC(C)CC3)o2)c1
    -1% | 3% | 9%
- CCN(CC)c1ccc(NC(=O)C(Cc2ccccc2)NS(=O)(=O)c2ccc(Br)s2)c(C)c1 (stereo unspecified)
    -2% | -5% | -7%
- COc1cccc(-c2cc(C(F)(F)F)nc(NCCc3ccc(OC)c(OC)c3)n2)c1
    0% | -1% | -25%
- COc1ccc(N(C)S(=O)(=O)c2ccc3c(c2)CCN3C(=O)CCC(=O)O)cc1
    -2% | 5% | 6%
- Oc1ccccc1Nc1nc2ccccc2n2nnnc12
    -1% | -2% | 11%
- CCOC(=O)c1cccc(-n2nnc3c(sc4nc(C)c(Br)c(C)c43)c2=O)c1
    -2% | -1% | 5%
- Cc1cc(C)c(Cn2c3ccccc3c3cnn(CC(=O)NC4CCCCCC4)c(=O)c32)c(C)c1
    1% | -1% | 14%
- COC(=O)c1cc(NC(=O)CCc2c(C)nc3cc(-c4ccccc4)nn3c2C)cc(C(=O)OC)c1
    2% | -9% | -3%
- CCOc1ccc(NC(=O)c2cc(=O)c3cc(CC)ccc3o2)cc1
    -4% | -1% | 5%
- COc1ccc(NC(=O)C(NS(=O)(=O)c2cccc3nsnc23)C(C)C)cc1OC (stereo unspecified)
    -8% | 4% | -2%
- CSc1ncc(Cl)c(C(=O)Nc2ccc(S(=O)(=O)Nc3nccc(C)n3)cc2)n1
    -7% | -1% | 14%
- Cc1ccc(Cn2c(=O)n(Cc3ccco3)c(=O)c3sc4ccccc4c32)cc1
    -4% | 1% | 8%
- Cc1ccc(-n2c(=O)c3ccccc3n(CC(=O)Nc3cccc(C(F)(F)F)c3)c2=O)cc1
    -25% | 4% | -6%
- CC(=O)Nc1ccc(NC(=O)c2nc(SCc3ccccc3C)ncc2Cl)cc1
    0% | -9% | -11%
- Cc1ccc(Nc2nn3c(=O)c4cc5c(cc4nc3s2)OCO5)cc1Cl
    -3% | 1% | 1%
- CC(C)c1nnc(N2C(=O)c3oc4ccccc4c(=O)c3C2c2ccccc2F)s1 (stereo unspecified)
    0% | 0% | 11%
- Cc1ccc(Cn2c(C)c(CNCc3ccccc3F)c(C(=O)O)c2C)cc1
    0% | -3% | 1%
- Cc1cc(C)cc(NC(=O)C(Cc2ccccc2)NS(=O)(=O)c2ccc3c(c2)CCC(=O)N3)c1 (stereo unspecified)
    -4% | -8% | -4%
- O=C(NCCc1nc2ccccc2n1Cc1ccc(Cl)cc1Cl)c1ccco1
    -30% | 6% | -11%
- Cc1cc(C)c(NC(=O)Nc2ccc3snnc3c2)c(C)c1
    -2% | -4% | -1%
- CCOc1c(Cl)cc(Cl)cc1CNCCSc1nnnn1C
    8.9µM*[quencher] | -8% | -12%
- O=C(Cn1c(=O)oc2cc(S(=O)(=O)N3CCCCC3)ccc21)NCc1ccc(F)cc1
    -78%[53 µM] | -26%[53 µM] | -55%[inhibitor]
- CCC(Sc1nc2ccncc2[nH]1)C(=O)Nc1cc(C)ccc1C (stereo unspecified)
    -3% | -4% | 6%
- COc1ccc(-n2c(-c3ccc(C)cc3)cc3c2CC(C)(C)CC3=O)c(OC)c1
    -1% | 1% | -20%
- COc1cc(OC)c(NC(=O)CSc2cc(=O)n(C)c3ccc(Cl)cc23)cc1Cl
    0% | -9% | 16%
- Fc1ccccc1OCc1nc(-c2ccc(-n3cccc3)cc2)no1
    -29% | 5% | -8%
- CCOC(=O)c1ccccc1NC(=O)N(Cc1ccc(C)cc1)Cc1cccn1-c1nnc(N2CCCC2=O)s1
    4% | 4% | -2%
- CCOC(=O)c1cnc2c(Cl)cc(Cl)cc2c1Nc1cc(C(=O)O)ccc1C
    -2% | 4% | -7%
- O=C(NCc1ccc(Cl)cc1)C(=O)Nc1cccc(Br)c1
    ? | -11% | -10%
- Cc1ccc(Cn2c3ccccc3c3cnn(CC(=O)Nc4cc(Cl)ccc4C)c(=O)c32)cc1
    1% | -3% | -2%
- O=C(COc1ccc(F)cc1)NCCc1nc2ccccc2[nH]1
    -6% | 3% | 4%
- CN1CCN(CCCNC(=O)c2cnn(-c3ccccc3)c2-n2cccc2)CC1
    -2% | -6% | 2%
- Cc1ccc(S(=O)(=O)c2c(C)nn(-c3ccccc3)c2OC(=O)c2ccccc2F)cc1
    -1% | 8% | -6%
- CN(C(=O)Cn1nnc(-c2ccc(S(C)(=O)=O)cc2)n1)c1ccccc1
    -17% | 3% | -10%
- COc1ccc(CNC(=O)C(=O)Nc2cccc(C)c2C)cc1
    ? | -10% | -1%
- Cc1cc(NC(=O)c2ccco2)cc(-c2nc3cc(Cl)ccc3o2)c1O
    -2% | 6% | 2%
- COc1ccccc1C(=O)Nc1ccccc1OCc1cc(=O)n2c(C)csc2n1
    0% | 0% | -7%
- CCN(CC)S(=O)(=O)c1ccc(NC(=O)CCc2c(C)nc3cc(-c4ccc(Cl)cc4)nn3c2C)cc1
    -2% | -3% | 0%
- Cc1ccccc1Nc1c(-c2ccc(Br)cc2O)nc2sccn12
    -27% | 1% | -8%
- COC(=O)c1c(NC(=O)c2nc(SCc3ccccc3C)ncc2Cl)sc2c1CCCC2
    0% | -3% | 20%
- CCc1ccc(-n2c(=O)c3c4c(sc3n(Cc3ccccc3C#N)c2=O)CCCC4)cc1
    8% | 5% | 8%
- Cc1ccc(C)c(Nc2nnc(-c3ccc(C)c(S(=O)(=O)NCC4CCCO4)c3)c3ccccc23)c1 (stereo unspecified)
    2% | 8% | 0%
- CCCC1=Nc2cc(C(=O)NCC(C)c3ccccc3)ccc2Sc2ccccc21 (stereo unspecified)
    1% | -6% | -38%[inhibitor]
- COc1ccc(C2CC(=O)N(CC(=O)Nc3cc(C)ccc3C)c3ccccc3S2)cc1 (stereo unspecified)
    8% | -3% | -4%

Other records:
Order of values: TexasRed fluor | TRb-SRC2 inh | SMN2 splice up
- CCC1CCCCN1CCCNC(=O)c1cc2c(Cl)nc3ccc(C)cc3c2s1 (stereo unspecified)
    -1% | -7% | -6%
- COc1ccc(-n2c3c(cc(-c4nc(-c5ccc(C)cc5)cs4)c2=O)C(=O)CC(C)(C)C3)cc1
    0% | -5% | 9%
- Cc1cc(OCCn2cc(C(=O)c3ccco3)c3ccccc32)ccc1Cl
    -1% | 6% | -30%
- COc1ccc(-c2noc(CSc3nc4ccccc4[nH]3)n2)cc1
    6% | -2% | 0%
- Cc1c(C(=O)OC2CCCCC2)[nH]c2c1C(=O)CC(c1ccc(F)cc1)C2 (stereo unspecified)
    ? | -2% | -3%
- COc1cc(Cl)c(C)cc1NC(=O)c1cc2c(Cl)nc3ccc(C)cc3c2s1
    0% | -5% | -15%
- Cc1cc(Nc2cccc(C(=O)O)c2)n2nc(C)nc2n1
    -3% | -4% | 5%
- COc1ccccc1Cn1cc(C(=O)c2ccc(C)cc2)c(=O)c2cc(C)ccc21
    0% | 6% | 1%
- CCC(C)S(=O)(=O)c1oc(-c2cccs2)nc1S(=O)(=O)c1ccccc1 (stereo unspecified)
    -72% | -12% | -66%[inhibitor]
- CCC(=O)N1CCc2cc(Br)cc(S(=O)(=O)Nc3ccccc3C(=O)OC)c21
    0% | 5% | 25%
- CCOCCCNC(=O)C(c1ccc(Cl)cc1)N(Cc1ccc2c(c1)OCO2)C(=O)c1ccc(NC(C)=O)cc1 (stereo unspecified)
    2% | 2% | -5%
- CCN(CCCNC(=O)c1nn(-c2ccc(C)cc2)c(=O)c2c1c1ccccc1n2C)c1ccccc1
    -2% | 1% | -1%
- Cc1ccc(C(=O)c2oc3ccccc3c2NC(=O)c2nc(S(C)(=O)=O)ncc2Cl)cc1F
    -11% | 2% | 0%
- Cc1ccc2nc(-c3c[nH]c4ccccc34)c(Nc3ccc(F)cc3)n2c1
    1% | -8% | 14µM*
- Cc1ccccc1CSc1nc2c(sc3ccccc32)c(=O)n1CCCC(=O)NCCCOC(C)C
    0% | 0% | 5%
- CCOC(=O)C1CCN(CCC(=O)Nc2ccc(OC)cc2)CC1
    -4% | 5% | -6%
- Cc1cccc(NC(=O)Cn2ncc3c4ccccc4n(Cc4ccccc4)c3c2=O)c1C
    -2% | 3% | -5%
- Cc1ccnc(NS(=O)(=O)c2ccc(NC(=O)c3nc(SC(C)C)ncc3Cl)cc2)n1
    -2% | 5% | -3%
- COc1ccccc1-c1cc(C(=O)N2CCCCC2C)no1 (stereo unspecified)
    -1% | -1% | 2%
- CCOC(=O)N1CCN(C(=O)CN(c2cc(C)ccc2OC)S(=O)(=O)c2ccc(C)cc2)CC1
    -1% | -6% | 7%
- COc1ccc(OC)c(-c2cc(C(=O)NC(C)c3ccccc3)no2)c1 (stereo unspecified)
    -9% | 3% | -7%
- Cc1cccc(OCc2nnc(-c3ccccc3)o2)c1
    1% | -5% | -2%
- O=c1c2ccccc2nc(N2CCN(c3cccc(Cl)c3)CC2)n1-c1ccccc1
    0% | -4% | -51%[inhibitor]
- COc1ccccc1N1CCN(C(=O)c2cc3c(=O)oc4ccccc4c3s2)CC1
    1% | -8% | 2%
- CCc1ccc(CNC(=O)C2CCN(c3nnc(-n4c(C)ccc4C)s3)CC2)cc1
    -3% | 6% | -8%
- CCN(CC)S(=O)(=O)c1ccc2c(c1)c(=O)c(C(=O)NCCc1ccccc1)cn2C
    -1% | -6% | 13%
- CCOc1ccc(-n2c(Cc3ccccc3)nnc2SCc2nc(-c3cccs3)no2)cc1
    -20% | -2% | -2%
- COc1ccc(NC(=O)c2c(N)c(C(=O)c3ccc(OC)cc3)n3ccccc23)cc1
    0% | 8% | 4%
- COc1ccccc1NC(=O)C1=C(C)Nc2nc(-c3ccco3)nn2C1c1ccccc1 (stereo unspecified)
    -5% | 6% | -7%

Reprinted from the results shown (5 entries):
Order of values: TexasRed fluor | TRb-SRC2 inh | SMN2 splice up
- CCc1ccc(CNC(=O)C2CCN(c3nnc(-n4c(C)ccc4C)s3)CC2)cc1
    -3% | 6% | -8%
- CCN(CC)S(=O)(=O)c1ccc2c(c1)c(=O)c(C(=O)NCCc1ccccc1)cn2C
    -1% | -6% | 13%
- CCOc1ccc(-n2c(Cc3ccccc3)nnc2SCc2nc(-c3cccs3)no2)cc1
    -20% | -2% | -2%
- COc1ccc(NC(=O)c2c(N)c(C(=O)c3ccc(OC)cc3)n3ccccc23)cc1
    0% | 8% | 4%
- COc1ccccc1NC(=O)C1=C(C)Nc2nc(-c3ccco3)nn2C1c1ccccc1 (stereo unspecified)
    -5% | 6% | -7%

This is a subset; rates above refer to the full screens.
